Compound activity as filed in PubChem.
PAFAH1B3 inh = blocks human PAF acetylhydrolase 1B catalytic subunit 3; Q15102; recombinant PAFAH1B3, FP-rhodamine probe, fluorescence polarization; inhibition, % at 3.39 µM; hit rate 0.28% among 340,000; AID 492972;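 active means inhibition above the screen-wide average of all tested compounds plus 3 SD, cut at about 25% in these data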;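 further: 0% = enzyme with DMSO only and 100% = wells lacking PAFAH1B3 protein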
Target sequence (Q15102 whole entry, looked up): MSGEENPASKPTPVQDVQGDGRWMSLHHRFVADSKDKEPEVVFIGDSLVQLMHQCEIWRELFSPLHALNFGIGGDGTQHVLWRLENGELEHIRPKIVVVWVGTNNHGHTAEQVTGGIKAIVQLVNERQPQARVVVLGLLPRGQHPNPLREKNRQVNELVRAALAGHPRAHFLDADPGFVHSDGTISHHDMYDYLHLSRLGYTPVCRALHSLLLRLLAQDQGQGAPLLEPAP
LYPLA1 inh = counter-screen for PME1 inhibitors: inhibitors of human LYPLA1 | hit rate 0.16% among 320,000 | inhibition, % at 5.9 µM | recombinant LYPLA1, FP-Rh probe fluorescence polarization;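 active means inhibition above the mean of all tested compounds plus 3 SD, set per campaign, cut at about 14% in these data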;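 further: inhibitors block serine hydrolase probe labeling of LYPLA1 so polarization falls; 0% = enzyme with DMSO and 100% = wells lacking LYPLA1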
Target sequence (O75608 whole entry, looked up): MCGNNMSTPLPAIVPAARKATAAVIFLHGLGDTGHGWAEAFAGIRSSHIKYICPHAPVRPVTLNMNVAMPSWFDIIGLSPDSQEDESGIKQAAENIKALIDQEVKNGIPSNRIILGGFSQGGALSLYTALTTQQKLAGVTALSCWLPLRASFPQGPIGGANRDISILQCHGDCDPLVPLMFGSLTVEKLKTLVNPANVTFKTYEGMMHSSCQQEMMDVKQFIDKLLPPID
LYPLA2 counter = blocks human lysophospholipase 2, a PME1 counter-screen | recombinant LYPLA2, FP-Rh probe fluorescence polarization | inhibition, % at 5.9 µM | O95372 | hit rate 0.38% among 320,000 | AID 2177;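 active means inhibition above the screen-wide mean plus 3 SD, limit set per campaign, cut at about 26% in these data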;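 further: 0% = LYPLA2 with DMSO and 100% = wells lacking LYPLA2 enzyme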
Target sequence (O95372 whole entry, looked up): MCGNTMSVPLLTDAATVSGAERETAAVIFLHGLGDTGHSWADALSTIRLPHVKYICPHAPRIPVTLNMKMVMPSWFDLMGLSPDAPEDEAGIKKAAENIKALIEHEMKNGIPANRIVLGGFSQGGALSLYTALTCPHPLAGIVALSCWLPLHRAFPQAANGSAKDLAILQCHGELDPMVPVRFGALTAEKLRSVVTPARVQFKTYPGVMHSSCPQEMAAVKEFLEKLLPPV
PAD4 FP inh = blocks human protein arginine deiminase 4; hit rate 0.41% among 330,000; AID 485272; inhibition, % at 6.36 µM; recombinant PAD4, RCA probe fluorescence polarization; Q9UM07;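 active means percent inhibition above a cutoff equal to the mean of all tested compounds plus 3 SD, cut at about 15% in these data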;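 further: 0% = PAD4 with RCA probe and DMSO and 100% = probe without PAD4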
pPAFAH FP inh = pPAFAH (human) enzyme inhibition; Q13093; recombinant pPAFAH, FP-rhodamine probe fluorescence polarization; inhibition, % at 3.39 µM; hit rate 1.5% among 330,000; AID 463082;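 active means inhibition above the mean inhibition across the screen plus 3 SD, cut at about 25% in these data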;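 further: inhibitors block binding of the rhodamine activity-based probe so polarization drops; 0% = enzyme with DMSO and 100% = wells lacking pPAFAH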
PREPL inh = inhibitors of human prolyl oligopeptidase-like enzyme PREPL | Q4J6C6 | hit rate 0.68% among 320,000 | recombinant PREPL, fluorescence polarization activity-based probe | AID 2751 | inhibition, % at 5.96 µM; in the data active means inhibition above about 43%;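 further: 0% = enzyme with DMSO and 100% = wells lacking enzyme; many of its hits are not listed in these tables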
GSTO1 counter = counter-screen for RBBP9 inhibitors: inhibitors of human GSTO1. recombinant GSTO1, activity-based probe fluorescence polarization. inhibition, % at 5.96 µM. hit rate 1.1% among 300,000;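 active means inhibition above the campaign mean inhibition plus 3 SD, cut at about 35% in these data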;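 further: 0% = GSTO1-1 with DMSO and 100% = wells lacking GSTO1-1 enzyme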
PAFAH2 inh = inhibitors of human PAFAH2; recombinant PAFAH2, FP-rhodamine activity probe, fluorescence polarization; inhibition, % at 3.39 µM; hit rate 0.99% among 340,000; AID 492956;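 active means inhibition above the mean over all tested compounds plus 3 SD, cut at about 30% in these data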;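 further: inhibitors block probe labeling of enzyme so polarization drops; 0% = enzyme with DMSO and 100% = wells lacking PAFAH2 protein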
PAFAH1B2 FP inh = PAFAH1B2 (human) inhibition. inhibition, % at 3.39 µM. hit rate 1.2% among 340,000. recombinant PAFAH1B2, FP-rhodamine activity probe, fluorescence polarization. AID 492953;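 active means inhibition above the mean of all tested compounds plus 3 SD, cut at about 24% in these data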;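 further: 0% = enzyme with DMSO and 100% = wells lacking PAFAH1B2; many of its hits are not listed in these tables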
Target sequence (P68402 whole entry, looked up): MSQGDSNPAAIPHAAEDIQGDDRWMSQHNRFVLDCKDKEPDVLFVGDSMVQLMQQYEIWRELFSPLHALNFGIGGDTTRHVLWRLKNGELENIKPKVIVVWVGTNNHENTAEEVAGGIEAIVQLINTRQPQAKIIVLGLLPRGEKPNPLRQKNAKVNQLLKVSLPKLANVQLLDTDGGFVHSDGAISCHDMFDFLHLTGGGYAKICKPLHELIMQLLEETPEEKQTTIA
* hit, by the source's call; . = no result given.

compound | PAFAH1B3 inh | LYPLA1 inh | LYPLA2 counter | PAD4 FP inh | pPAFAH FP inh | PREPL inh | GSTO1 counter | PAFAH2 inh | PAFAH1B2 FP inh
COc1ccc(OC)c(CN2CCN(C(=O)CNC(=O)c3ccccc3F)CC2)c1 | 2 | . | . | -1 | -4 | 16 | . | 1 | 3
Nc1n[nH]c(N)c1N=Nc1ccc2c(c1)OCO2 | 6 | 3 | 4 | -1 | 7 | 16 | 6 | 0 | 0
Cc1oc2c(CN3CCCC3)c(O)ccc2c(=O)c1-c1ccc(Br)cc1 | -2 | -1 | -2 | -4 | 5 | -13 | 7 | -4 | -1
COc1ccccc1C(=O)NCC(=O)OCC(=O)c1ccc(Cl)s1 | 13 | 6 | 14 | -5 | 4 | 1 | 2 | -2 | 5
COc1ccc(-c2nnc(SCC(=O)N3CCOCC3)n2C)cc1OC | -3 | -1 | 3 | 1 | 0 | 14 | -2 | -8 | 4
COc1ccc(S(=O)(=O)N2CCC(C(=O)N3CCc4ccccc4C3)CC2)cc1C | -1 | -1 | 1 | -1 | 9 | 11 | 7 | 12 | 1
NC(=S)Cc1ccc(Cl)cc1Cl | 15 | -1 | 1 | -1 | 1 | -5 | 0 | -3 | 7
CS(=O)c1ccccc1-c1nc(-c2cccc(Cl)c2)no1 (centres undefined) | 0 | -2 | 7 | -1 | -3 | 14 | -3 | 7 | 1
COc1cccc(C(=O)NC(=S)Nc2nnn(C)n2)c1 | 2 | -2 | -2 | 2 | 3 | 0 | 4 | 2 | -6
CN(CCOC(=O)c1ccco1)Cc1ccccc1 | -4 | 2 | -1 | -4 | 3 | -5 | 2 | 9 | 4
C=CCN1C=CC(=C/C=C(/C#N)C(=O)OCC)C=C1 | -1 | -1 | -5 | -3 | 4 | -3 | 6 | 12 | -1
COc1ccccc1NS(=O)(=O)c1ccc2c(c1)CCN2C(=O)CCC(=O)O | 0 | -2 | -3 | 2 | -4 | 0 | 2 | -1 | 5
C/C=C/n1ccnc1CC(O)(c1ccccc1)c1ccc(C)cc1 (centres undefined) | 3 | 2 | 5 | -4 | 1 | 2 | -2 | 1 | 1
CN1CCN(C(=O)c2cnn(-c3ccccc3)c2NC(=O)c2ccccc2Br)CC1 | 4 | 2 | 10 | 1 | -3 | 8 | 1 | 1 | 2
O=C(Nc1cccc2ccccc12)c1ccccc1NS(=O)(=O)c1cccc2cccnc12 | 2 | -7 | -1 | 0 | 10 | -4 | -9 | 1 | 1

compound | PAFAH1B3 inh | LYPLA1 inh | LYPLA2 counter | PAD4 FP inh | pPAFAH FP inh | PREPL inh | GSTO1 counter | PAFAH2 inh | PAFAH1B2 FP inh
Cc1ccc(C2NC(=S)NC3=C2N2CCC3CC2)cc1 (centres undefined) | -2 | 1 | 4 | 0 | -7 | 11 | 13 | -25 | 0
CC(=O)N1CCN(Cc2nc3cc(NC(=O)c4ccc(Cl)cc4)ccc3n2C)CC1 | -1 | -3 | 5 | -1 | 4 | 14 | 1 | 2 | -1
Cc1cc(-c2csc(N)n2)c(C)n1C | 6 | 1 | 1 | 5 | 16 | 52* | 23 | 6 | 7
CC(Oc1ccccc1)C(=O)Nc1cc(Cl)ccc1-n1cncn1 (centres undefined) | 16 | 1 | 3 | 4 | 3 | 11 | 9 | -4 | 1
CC(=O)Nc1cccc(OCC(=O)Nc2ccc(F)cc2)c1 | 1 | -4 | 4 | 0 | 2 | 15 | 20 | -8 | 2
O=S(=O)(Nc1c(S(=O)(=O)c2ccccc2)c2nc3ccccc3nc2n1C1CCCCC1)c1ccccc1 | 60* | -2 | 2 | -8 | 20 | -9 | 49* | 10 | 21
O=C(O)CC(SCC(=O)Nc1ccc(S(=O)(=O)N2CCCC2)cc1)C(=O)O (centres undefined) | 0 | -3 | -3 | 2 | -2 | 14 | 3 | -3 | 1
N/C(=N\OS(=O)(=O)c1ccccc1)c1ccccn1 | 7 | 1 | -2 | -4 | 6 | -3 | 2 | 6 | -2
OCCNc1ccc(Cl)cc1 | 2 | 1 | -3 | 2 | 0 | -13 | 2 | 1 | 7
O=C(Nc1c2c(nn1-c1ccc(F)cc1)CS(=O)(=O)C2)C1CCCC1 | 0 | 3 | 3 | -3 | 0 | -4 | 8 | -5 | -2
CCOC(=S)SCC(=O)N1CCc2ccccc2C1C1C(=O)CC(C)(C)CC1=O (centres undefined) | 8 | -6 | -4 | 2 | 4 | -3 | 13 | -1 | 5
COCCn1nnnc1CN1CCC(C)CC1 | 7 | 0 | 2 | 1 | 5 | 3 | -2 | -7 | 7
CC(C)CC(=O)NC1(C(F)(F)F)C(=O)Nc2c1c(=O)[nH]c(=O)n2Cc1ccco1 (centres undefined) | 4 | -1 | 1 | 5 | -3 | 1 | 9 | 11 | 1
O=C(CCN=C1NS(=O)(=O)c2ccccc21)OCc1nnc(-c2ccc([N+](=O)[O-])cc2)o1 | 4 | . | . | -12 | 1 | -7 | . | -2 | 4
Cc1nc(NC(=O)CSc2nccn2C)sc1C(=O)N(C)C | 9 | 2 | 6 | 6 | 0 | 18 | -2 | 8 | 0

compound | PAFAH1B3 inh | LYPLA1 inh | LYPLA2 counter | PAD4 FP inh | pPAFAH FP inh | PREPL inh | GSTO1 counter | PAFAH2 inh | PAFAH1B2 FP inh
N#CCSc1nnc2sc3ccccc3n12 | 5 | 2 | 0 | -1 | 5 | 1 | 7 | -4 | 5
COC(=O)c1cc(NC(=O)CN(c2cccc(OC)c2)S(=O)(=O)c2ccccc2)ccc1Cl | -39 | -29 | -58 | 0 | -7 | -2 | -14 | -69 | -20
COCCCNS(=O)(=O)c1ccc(Cl)c(C(F)(F)F)c1 | 14 | 0 | 0 | 1 | 5 | 1 | 3 | -2 | 2
CCOc1c(Nc2ccccc2O)c(=O)c1=O | 5 | -3 | 0 | -1 | -2 | 4 | 10 | 8 | -2
Cc1ccccc1N1CCN(C(=O)C2CCCCC2)CC1 | -2 | 2 | 2 | -6 | 7 | 4 | 15 | -9 | 3
Cc1cccc(C(=O)O/N=C(\N)c2cccc([N+](=O)[O-])c2)c1 | -1 | -2 | 6 | -5 | 6 | 4 | -2 | 7 | -3
COc1ccc(CCN2CN(S(=O)(=O)c3ccc(C)cc3)c3nc4ccccc4nc32)cc1OC | 0 | 0 | 1 | -2 | 2 | -9 | 5 | -3 | 6
O=C(O)CSc1nnc(-c2ccc(Cl)cc2Cl)n1Cc1ccccc1 | 4 | -5 | -5 | 3 | 2 | 5 | -1 | 3 | 17
COc1ccc(NC(C)=O)cc1NC(=O)CN1CCN(c2ccccn2)CC1 | 3 | 2 | 7 | -7 | 5 | 9 | 11 | -1 | 1
COc1ccc(C)cc1NC(=O)C1CCCCC1C(=O)O (centres undefined) | 0 | -5 | -6 | 1 | -5 | -7 | 6 | -15 | -6
FC(F)(F)c1cccnc1N1CCN(c2ncnc3nc[nH]c23)CC1 | -7 | 2 | 5 | 0 | 0 | -5 | 0 | 6 | 4
O=C(NCc1ccco1)c1cccc(NC(=O)c2ccco2)c1 | -6 | -5 | -1 | 0 | 4 | 7 | -3 | -5 | 0
Cn1c(SCC(=O)Nc2cccc(NC(=O)c3cccs3)c2)nnc1-c1ccncc1 | 3 | 2 | 2 | 2 | 4 | -7 | 3 | 5 | -1
Cn1ccnc1SCC(=O)Nc1cccc(S(=O)(=O)N2CCCCCC2)c1 | 9 | -5 | -2 | 2 | 2 | 3 | 4 | 4 | 4
Cc1ccc2c(c1)N(S(=O)(=O)c1cc(-c3cc(C)no3)ccc1C)CCO2 | 8 | -5 | 2 | -1 | -1 | -5 | 0 | 2 | -2

compound | PAFAH1B3 inh | LYPLA1 inh | LYPLA2 counter | PAD4 FP inh | pPAFAH FP inh | PREPL inh | GSTO1 counter | PAFAH2 inh | PAFAH1B2 FP inh
C#CCOc1ccc(C2C3=C(CC(C)(C)CC3=O)N(CC(=O)O)C3=C2C(=O)CC(C)(C)C3)cc1 | 5 | 0 | 5 | -2 | 7 | -3 | -2 | 3 | 3
c1cnc2ccc(C(c3nnnn3C3CCCCC3)N3CCCCC3)cc2c1 (centres undefined) | 2 | 0 | 3 | -3 | -1 | 12 | -1 | 6 | -2
COc1cc(NC(=O)NCCN2CCN(c3ccccc3)CC2)cc(OC)c1OC | 3 | 2 | -3 | 0 | 5 | 17 | 2 | -1 | 1
O=C(CNC(=O)c1ccccc1Cl)OC1CCOC1=O (centres undefined) | -2 | -1 | 2 | -4 | 0 | 1 | 9 | 8 | 5
C=CCc1cccc(CNc2nc3ccccc3n2C)c1O | 5 | -7 | 1 | -3 | 13 | -1 | -3 | -2 | 2
C[C@@H](C(=O)NCc1ccccn1)[C@H]1C[C@]1(C)[C@H](NC(=O)OCc1ccccc1)c1ccccc1 | 2 | -3 | -2 | 1 | 5 | -1 | 0 | 4 | 1
COc1ccc(-c2[nH]ncc2CN2CCCC(C(=O)c3cccc(OC)c3)C2)cc1 (centres undefined) | 8 | -2 | -5 | -2 | -3 | -12 | 4 | 3 | 2
COCCNC(=S)N/N=C(\C)c1ccc2cc(OC)ccc2c1 | 0 | -3 | -3 | 2 | 6 | -8 | 1 | -3 | -1
CCCN1C(=O)/C(=c2\s/c(=C3\C=Cc4ccccc4N3CC)c(=O)n2-c2ccccc2)SC1=S | . | 9 | 7 | -2 | -6 | -8 | -2 | . | .
Cc1ccc(NC(=O)CC2C(=O)NCCN2C(=S)Nc2ccccc2)c(C)c1 (centres undefined) | -1 | 4 | 5 | -1 | 1 | 5 | -2 | 3 | 6
Cc1[nH]c2ccccc2c1C(c1ccccn1)N1CCC(C)CC1 (centres undefined) | 7 | -4 | -2 | -2 | 3 | -3 | 7 | -1 | 0
CCCC[C@@H]1C[C@H]1[C@@H](NC(=O)c1ccco1)c1ccc(C(=O)OC)cc1 | . | -1 | 0 | 0 | 7 | -6 | -1 | . | .
COc1ccc(C(C)=O)cc1COC(=O)CNC(=O)c1cc(C)cc(C)c1 | 8 | -4 | -2 | -2 | 2 | -4 | 4 | -3 | 3
Cc1ccc2nc(SCC(=O)Nc3ccccc3N3CCOCC3)c(C#N)cc2c1 | 11 | 0 | -5 | -1 | 4 | -11 | -4 | 2 | 1
CC(C)OCc1c(C(=O)OC/C(O)=C(\C#N)c2nc3ccccc3[nH]2)oc2ccccc12 | 0 | -2 | -9 | -7 | 5 | 3 | -3 | -6 | 0

compound | PAFAH1B3 inh | LYPLA1 inh | LYPLA2 counter | PAD4 FP inh | pPAFAH FP inh | PREPL inh | GSTO1 counter | PAFAH2 inh | PAFAH1B2 FP inh
COc1ccc(C2c3ccc(O)cc3Oc3ncn4nc(-c5ccccn5)nc4c32)cc1OC (centres undefined) | 11 | -7 | -7 | -7 | -1 | -78 | -16 | 2 | 3
CC(C)CC(=O)Nc1cccc(-c2cn3ccsc3n2)c1 | -2 | 1 | -2 | 3 | -2 | 20 | -5 | 5 | -2
O=C(CCNC(=O)c1ccccc1)NCCc1ccc(Cl)cc1 | 5 | -2 | -4 | -2 | 4 | -18 | -4 | -11 | 9
O=C(Nc1ccc(O)cc1C(=O)O)c1cccc(Br)c1 | 9 | 1 | -1 | 1 | 0 | 14 | -62 | 38* | 5
CCOCCn1ccc2c(OCC(=O)Nc3ccc(OC)c(OC)c3)cccc2c1=O | 1 | 2 | 2 | -1 | 3 | 3 | 7 | 3 | -2
CCN1CCN(C(c2cccs2)C(C)NC(=O)NC2CCCCC2)CC1 (centres undefined) | 5 | -1 | -1 | 0 | 0 | -5 | 3 | 1 | 4
O=C(COc1ccc(Cl)cc1Cl)N(C1CCCCC1)C1CCS(=O)(=O)C1 (centres undefined) | 7 | -2 | 8 | -7 | 2 | 23 | . | 1 | 2

Not all compounds are listed; the hit share may differ from the screen's.
